High-throughput results from PubChem.
TEAD-YAP inh: TEAD-YAP interaction inhibition. HEK-TIYL cells, TEAD-Gal4/YAP UAS-luciferase luminescence. inhibition, % at 9.12 µM. actives 1.4% (n = 640,000). AID 1259422; in the data active means inhibition above about 32%;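 further: 0% = median of test compound wells and 100% = reference inhibitor wells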
FBW7 act: human FBW7 E3 ligase activation, primary screen. actives 0.13% (n = 650,000). Q969H0. AlphaScreen FBW7–phospho-cyclin E peptide binding, activator screen. normalized activity (activation), % at 26.1 µM; in the data active means normalized activity above about 1.9%;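 further: purified mutant Fbw7 with reduced substrate affinity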
Target sequence (Q969H0 whole entry, looked up): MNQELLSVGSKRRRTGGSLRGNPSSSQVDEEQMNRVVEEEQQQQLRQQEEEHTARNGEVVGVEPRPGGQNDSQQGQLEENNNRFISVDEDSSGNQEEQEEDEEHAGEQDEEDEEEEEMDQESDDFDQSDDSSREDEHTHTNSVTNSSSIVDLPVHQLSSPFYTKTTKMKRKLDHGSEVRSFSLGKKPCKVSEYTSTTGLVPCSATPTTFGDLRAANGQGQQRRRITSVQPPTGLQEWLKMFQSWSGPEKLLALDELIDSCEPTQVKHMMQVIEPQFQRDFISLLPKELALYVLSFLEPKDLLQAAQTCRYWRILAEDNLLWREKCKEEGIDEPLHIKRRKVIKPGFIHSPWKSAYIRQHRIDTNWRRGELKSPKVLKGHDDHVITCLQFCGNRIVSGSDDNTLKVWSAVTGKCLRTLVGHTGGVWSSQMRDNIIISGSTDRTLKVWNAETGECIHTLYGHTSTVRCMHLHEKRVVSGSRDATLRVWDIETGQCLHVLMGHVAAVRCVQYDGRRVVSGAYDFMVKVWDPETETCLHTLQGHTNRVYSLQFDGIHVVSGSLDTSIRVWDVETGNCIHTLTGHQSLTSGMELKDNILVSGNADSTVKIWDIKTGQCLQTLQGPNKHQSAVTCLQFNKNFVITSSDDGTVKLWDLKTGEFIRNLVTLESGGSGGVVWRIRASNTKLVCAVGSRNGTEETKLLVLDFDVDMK
MITF inh: human MITF inhibition, primary screen; AID 1259374; O75030; inhibition, % at 2.6 µM; actives 0.91% (n = 650,000); AlphaScreen MITF homodimerization, bead proximity signal; in the data active means inhibition above about 50%;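 further: 0% = vehicle wells with protein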
GPR151 activ: activates the human receptor GPR151; PathHunter beta-arrestin GPR151 cells, luminescence; activation, % at 11.2 µM; actives 1% (n = 650,000); AID 1508602; in the data active means activation above about 4.9%;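 further: 0% = median of compound wells and 100% = cells with positive control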
Target sequence (Q8TDV0 whole entry, looked up): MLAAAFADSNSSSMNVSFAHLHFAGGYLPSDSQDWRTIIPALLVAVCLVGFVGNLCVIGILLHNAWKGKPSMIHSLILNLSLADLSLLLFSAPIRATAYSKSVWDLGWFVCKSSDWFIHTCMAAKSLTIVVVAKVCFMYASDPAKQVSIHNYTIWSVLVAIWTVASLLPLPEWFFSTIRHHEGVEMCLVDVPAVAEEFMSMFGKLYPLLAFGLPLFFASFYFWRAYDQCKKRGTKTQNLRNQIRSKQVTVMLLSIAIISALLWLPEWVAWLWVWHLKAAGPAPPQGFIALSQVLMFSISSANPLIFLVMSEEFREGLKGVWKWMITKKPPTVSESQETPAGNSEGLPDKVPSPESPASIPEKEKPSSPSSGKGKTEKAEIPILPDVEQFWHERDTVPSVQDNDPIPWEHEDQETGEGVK
The depositor's hits bear a star.

SMILES	TEAD-YAP inh	FBW7 act	MITF inh	GPR151 activ
O=C1OCc2nc3cc4c(cc3c(-c3ccc(F)cc3)c21)OCO4	2	0.0	4	1.9
COc1ccccc1NC(=O)CC12CC3CC(CC(C3)C1)C2	4	0.1	9	1.3
CCN(CC)c1ccc(CNCC2CCCO2)cc1 (centres undefined)	2	-0.2	-2	4.5
O=C(NC(=S)Nc1nc(-c2ccc(Cl)cc2)cs1)c1cc2ccccc2o1	-4	-0.1	-9	-0.7
CC(C)CCC1(C2CCN(C(=O)[C@@H]3C[C@@H]4C=C[C@H]3C4)CC2)NC(=O)N(CCN(C)C)C1=O (some centres undefined)	-7	0.0	-21	-0.1
COc1ccc(Cl)cc1NC(=O)CSCC(=O)Nc1ccccc1	6	-0.1	-1	0.6
COc1ccc(C2=NN(c3nc(-c4ccc(Cl)cc4)c4ccccc4n3)C(c3ccccc3)C2)cc1 (centres undefined)	-5	-0.2	3	0.8
Cc1ncc([N+](=O)[O-])n1Cc1n[nH]c(=S)n1C	-3	0.7	-1	-0.4
COc1ccc(C(=O)NCc2ccc(C(=O)NCc3ccco3)cc2)cc1OC	-5	0.3	10	-1.2
Cc1cc(NC(=O)CSc2nc3ccccc3c(=O)n2-c2ccc3c(c2)OCO3)n[nH]1	6	-0.1	-6	-0.9
CC12CCC(C(=O)Nc3ccc([N+](=O)[O-])cc3)(CC1=O)C2(C)C (centres undefined)	-3	0.0	-1	-1.1
COC(CNC(=O)CC(NS(=O)(=O)c1ccc(C)cc1)c1ccco1)OC (centres undefined)	-4	-0.3	-2	-0.8
COC(CNC(=O)COc1cccc2c1OC(C)(C)C2)OC	-3	0.0	11	-1.4
O=C(Nc1cccc(F)c1)Nc1ccnn1C1CCN(C(=O)c2c(F)cccc2F)CC1	-28	0.0	16	-0.4
COc1ccc(-c2noc(N3CCCC(C(=O)Nc4ccc(C(C)=O)cc4)C3)n2)cc1 (centres undefined)	-4	0.2	-1	2.7
CCCc1cc(=O)[nH]c(SCC)n1	-7	0.2	0	-0.9
CC(C)(C)n1nc2c(c1NC(=O)COc1ccc3ccccc3c1)CSC2	0	0.1	11	0.4
O=C(CSc1nc2ccccc2n1CC(=O)N1CCCC1)Nc1ccc(F)cc1	-7	0.2	22	-0.5
Cc1[nH]c2ccccc2c1C(=O)CCl	5	2.3*	18	-1.5
Cc1nnc(SCc2ccccc2)nc1/C=C/N(C)C	-14	0.0	18	1.6
O=C1c2cc(Cl)c(Cl)cc2C(=O)N1c1ccc(Br)cc1	-1	0.7	17	3.5
O=C(NCc1ccc2c(c1)OCO2)c1cc(COc2c(F)cccc2F)on1	-6	0.0	-2	-0.5
COc1ccc(CNC(=O)c2cc3cc4ccc(OC)cc4nc3o2)cc1	0	-0.1	-5	-1.1
CCCOc1ccc(N2C(=O)CC(N3CCN(C(=O)c4ccccc4)CC3)C2=O)cc1 (centres undefined)	10	0.2	17	-0.3
CC(=O)c1[nH]c(C)c(C(=O)Nc2cc(C)cc(C)c2)c1C	-4	-0.2	9	1.0
O=C(CCCn1c(=O)[nH]c2ccsc2c1=O)Nc1ccc(-c2ccccc2)cc1	-9	0.0	-19	2.9
O=C(Cc1cccs1)N/N=C\c1ccc[nH]1	-8	0.1	14	-0.7
C=CCN(CC=C)S(=O)(=O)c1ccc(C(=O)Nc2sc3c(c2C(=O)OC)CCN(C(=O)OCC)C3)cc1	-5	0.1	3	-1.6
CCC(c1ccccc1)c1nnc(N)s1 (centres undefined)	4	0.0	-1	-0.9
Cc1nc2c(-c3ccccc3)c(C)nn2c(NCCN2CCOCC2)c1C	4	0.0	9	0.2
O=S(=O)(c1ccccc1)N1CCN(Cc2nc(-c3ccco3)cs2)CC1	8	0.2	11	-1.3
CCOC(=O)c1c(NC(=O)C2CCCCC2C(=O)O)sc(C)c1C (centres undefined)	0	0.0	-3	-1.8
CC(C)c1ccc(C(=O)Nc2ccc3oc(=O)ccc3c2)cc1	-33	0.0	-2	0.8
c1ccc(-c2nc(NC3CCCCC3)c3oc4ccccc4c3n2)cc1	10	0.7	9	-0.1
CCCNC(=O)c1c[nH]c2ccc(S(=O)(=O)N(C)c3cccc(C)c3)cc2c1=O	13	0.0	9	-0.7
O=C1CSC(c2ccccc2)N1c1ccc(I)cc1 (centres undefined)	-7	0.0	0	1.0
COCCNC(=S)N/N=C/c1ccc(O)c(O)c1	-12	-0.3	13	-0.1
O=C(c1ccc(Br)o1)N1CCN(c2cccc(Cl)c2)CC1	2	-0.1	4	0.1
O=C(Nc1nc2c(Cl)cccc2s1)c1ccc(S(=O)(=O)N2CCc3ccccc32)cc1	11	-0.1	4	0.0
CC(C)N1CCN(S(=O)(=O)c2ccc(Cl)cc2)CC1	2	0.0	41	0.8
Cc1ccc(C)c(C2=NN(c3nc(-c4ccccc4)cs3)C(c3cccc([N+](=O)[O-])c3)C2)c1 (centres undefined)	-9	0.2	14	-1.7
Cc1ccc(C)c(NC(=O)CCCOc2ccc(Cl)cc2Cl)c1	3	0.0	-1	0.6
CCOc1cc(/C=C(\C#N)c2nc3ccc(C)cc3[nH]2)cc(I)c1OC	-34	0.1	1	0.8
COc1ccc(Cn2c(=S)[nH]c3cc(C(=O)Nc4cc(OC)c(OC)c(OC)c4)ccc3c2=O)cc1	-4	-0.1	-2	-0.2
Clc1ccc(-n2ncc3c(N4CCCC4)ncnc32)cc1	35*	-0.1	-3	2.7
COC(=O)c1cc(-c2ccc(C)cc2)c2c(=O)n(C)c(=O)n(C)c2n1	1	0.0	13	-0.5
CC1C(c2ccccc2)NC(c2ccccc2)C(C)C1(O)c1ccccc1 (centres undefined)	5	-0.1	21	0.3
COc1ccc2c(c1)C[C@@H](c1nc3ccc(-c4cn[nH]c4)cc3c(=O)[nH]1)NC2	20	-0.9	12	0.2
Cc1cc(C(C)(C)C)cc(S(=O)(=O)N2CCCC2)c1C	-6	0.3	-5	2.4
COCCN1CCN(c2nncc(-c3ccccc3C)n2)CC1	4	0.1	-1	0.2
The listing continues:
SMILES	TEAD-YAP inh	FBW7 act	MITF inh	GPR151 activ
CCn1c(C2NCCc3cc(OC)ccc32)nc2cc(F)c(-c3ccnc(N)n3)cc21 (centres undefined)	2	0.0	4	-0.7
O=C(CN1CCC(C(=O)Nc2ccc3c(c2)OCO3)CC1)Nc1ccc(F)cc1	-4	-0.1	3	1.7
CCc1ccc(Oc2coc3cc(OC(=O)c4cccs4)ccc3c2=O)cc1	-5	0.1	3	-1.0
COc1ccc(C(=O)Nc2ccc(Cl)cc2)cc1[N+](=O)[O-]	13	0.7	7	-2.2
COc1cc(CN2CCCCC2CO)cc2c1OCO2 (centres undefined)	-2	0.2	8	-0.6
CN1/C(=C\C(=O)COC(=O)c2cc(=O)c3ccccc3o2)C(C)(C)c2ccccc21	3	-0.2	-14	1.4
O=C1N[C@H](Cc2ccc(O)cc2)C(=O)N2CCN(C(=O)c3ccc(Cl)cc3)C[C@H]12	-4	0.1	12	-0.2
COc1ccccc1N1CCN(C(=O)c2cccc(C)c2[N+](=O)[O-])CC1	-5	-0.1	-19	1.7
O=[N+]([O-])c1ccc(N=C(NN2CCOCC2)C(Cl)=C(Cl)Cl)cc1	-4	-0.2	2	1.8
CC(=O)N/C(=C\c1ccccc1)C(=O)NCCc1ccccc1	-2	0.0	11	0.4
COc1cc(OC)cc(-c2nnc(NC(=O)c3ccco3)o2)c1	-2	-0.1	8	-0.8
CCN1C(=O)C(CC(=O)Nc2ccccc2)N(NC(=O)c2ccccc2)C1=S (centres undefined)	-13	-0.1	-7	0.7
c1cncc(Nc2nc(NCc3nc4ccccc4[nH]3)c3ncn(-c4ccsc4)c3n2)c1	84*	0.1	15	-2.1
CCC(=O)Oc1ccc2ccccc2c1CNC(=O)c1ccccc1	6	0.1	20	-1.3
COc1cccc(OC)c1C(=O)Nc1ccc([N+](=O)[O-])cc1	-1	0.3	-3	-1.1
CC(=O)Oc1ccc(N(C(C)=O)S(=O)(=O)c2ccc(F)cc2)cc1	5	0.0	3	0.1
O=C(NCCS(=O)(=O)N1CCN(Cc2ccccc2)CC1)c1cccc2ccccc12	8	0.8	17	0.4
C[C@@H](c1ccccc1)n1c(=O)[nH]c2ncc(-c3ccc4c(c3)OCO4)nc21	11	-0.5	-23	-0.2
CCC1Sc2cc(S(=O)(=O)CCC(=O)NCc3ccccc3OC)ccc2NC1=O (centres undefined)	24	-0.3	6	-1.9
CCOC(=O)Cn1c(=O)c(=O)n(CCOC)c2ccc(C(F)(F)F)cc21	-3	0.1	17	-1.9

Quoted from above for reference:
SMILES	TEAD-YAP inh	FBW7 act	MITF inh	GPR151 activ
CCC1Sc2cc(S(=O)(=O)CCC(=O)NCc3ccccc3OC)ccc2NC1=O (centres undefined)	24	-0.3	6	-1.9
CCOC(=O)Cn1c(=O)c(=O)n(CCOC)c2ccc(C(F)(F)F)cc21	-3	0.1	17	-1.9

Going on with the list:
SMILES	TEAD-YAP inh	FBW7 act	MITF inh	GPR151 activ
CCCS(=O)(=O)N1CCN(Cc2cccs2)CC1	1	0.0	48	0.9
Brc1ccccc1-c1nc2ccccc2c2nc3ccccc3n12	-1	-0.1	7	0.2
COc1ccccc1N1CCN(C(=O)c2c(F)cccc2F)CC1	-4	0.1	1	-0.6
CN(c1ccccc1)S(=O)(=O)c1ccc(C(=O)Nc2nc3c(cc4c5c(cccc53)CC4)s2)cc1	-12	0.1	4	-2.2
C=CCn1c(-c2cccc(Cl)c2)n[nH]c1=S	-3	-0.1	-11	0.3
COc1ccc(-c2cnn3ccc(Nc4ccccc4)nc23)c(OC)c1	-5	-0.6	-22	-0.6
Cc1cc(C)n(CCNC(=O)c2ncoc2-c2ccc(F)cc2)n1	9	0.1	-7	0.1
CC(=O)Oc1ccc2c(c1)C(=O)c1cc(OC(C)=O)ccc1-2	13	0.2	16	-0.3
NC(=O)C1CCN(C(=O)CSc2nnc(N)s2)CC1	-1	0.1	13	-0.8
COCCN(CCOC)C(=O)c1sc2nc(-c3ccccc3)cn2c1C	-9	0.1	-2	-0.3
O=C1CC(S(=O)(=O)O)c2ccccc2/C1=N/O (centres undefined)	-8	-0.1	-1	-1.2
Cc1c(C(=O)Nc2cccc(-c3nc4ccccc4o3)c2)oc2ccccc12	0	-0.2	-3	0.2
COCCn1c(C)cc(/C=C(/C#N)c2ccc(Cl)cc2)c1C	-26	-0.5	6	1.6
O=C(Cc1cccc2ccccc12)N1CCN(C(=O)Cc2cccc3ccccc23)CC1	-3	0.1	1	-0.8
CCOC(=O)C1(Cc2ccccc2)CCCN(Cc2cnn(CC)c2)C1 (centres undefined)	-3	0.0	15	3.6
Cc1cccc(N(CC(=O)Nc2ccc(S(=O)(=O)N3CCOCC3)cc2)S(=O)(=O)c2ccccc2)c1C	-8	0.1	9	0.0
CCOc1ccc(-n2c(COc3cccc4ccccc34)nnc2SCC(N)=O)cc1	-1	-0.1	-1	-0.7
C=CCOC(=O)C1=C(C)NC(SCC(=O)Nc2cc(C)ccc2C)=C(C#N)C1c1ccco1 (centres undefined)	16	-0.1	3	0.6
CCOC(=O)c1[nH]c(C)c(C(C)=O)c1C	-4	0.1	-8	1.1
CC1(C)CC(=O)C2=C(C1)N(c1sc3c(c1C#N)CCCC3)C(N)=C(C#N)C2c1ccc([N+](=O)[O-])cc1 (centres undefined)	-2	-0.1	-1	0.0
O=[N+]([O-])c1ccc(N=Cc2c(O)[nH]c3ccccc23)cc1	-37	0.0	16	-0.4
N#Cc1cccc(NC(=O)N2CCN(Cc3ccccc3)CC2C(=O)NCc2ccco2)c1 (centres undefined)	-2	0.1	-13	-0.7
CCOCCCNC(=O)Cn1ncc2c(=O)oc3ccc(C)cc3c21	2	-0.1	-5	-0.2
Cc1ccc(N2CCN(c3ccc(C)cc3)C2c2sccc2C)cc1	11	0.5	25	0.4
CC(C)(C)OC(=O)CN1C(=O)NC(C)(c2ccccc2)C1=O (centres undefined)	-9	0.0	5	-0.9
COc1ccc(N2CCN(S(=O)(=O)c3ccc(F)c(C(=O)Nc4ccccc4Cl)c3)CC2)cc1	0	-0.2	-1	-0.8
O=C(Nc1ccc(F)cc1)c1cccc(NC2=NC3CS(=O)(=O)CC3S2)c1 (centres undefined)	-11	0.8	14	0.1
COc1ccc(OC(=O)c2cc3ccccc3o2)cc1	10	0.1	2	0.6
Clc1ccccc1OCCn1c(-c2ccccn2)nc2ccccc21	-63	-0.1	-1	-0.7

Molecules above that have a furan ring, fused or not (twelve):
SMILES	TEAD-YAP inh	FBW7 act	MITF inh	GPR151 activ
O=C(NC(=S)Nc1nc(-c2ccc(Cl)cc2)cs1)c1cc2ccccc2o1	-4	-0.1	-9	-0.7
COc1ccc(C(=O)NCc2ccc(C(=O)NCc3ccco3)cc2)cc1OC	-5	0.3	10	-1.2
COC(CNC(=O)CC(NS(=O)(=O)c1ccc(C)cc1)c1ccco1)OC (centres undefined)	-4	-0.3	-2	-0.8
COc1ccc(CNC(=O)c2cc3cc4ccc(OC)cc4nc3o2)cc1	0	-0.1	-5	-1.1
O=S(=O)(c1ccccc1)N1CCN(Cc2nc(-c3ccco3)cs2)CC1	8	0.2	11	-1.3
c1ccc(-c2nc(NC3CCCCC3)c3oc4ccccc4c3n2)cc1	10	0.7	9	-0.1
O=C(c1ccc(Br)o1)N1CCN(c2cccc(Cl)c2)CC1	2	-0.1	4	0.1
COc1cc(OC)cc(-c2nnc(NC(=O)c3ccco3)o2)c1	-2	-0.1	8	-0.8
Cc1c(C(=O)Nc2cccc(-c3nc4ccccc4o3)c2)oc2ccccc12	0	-0.2	-3	0.2
C=CCOC(=O)C1=C(C)NC(SCC(=O)Nc2cc(C)ccc2C)=C(C#N)C1c1ccco1 (centres undefined)	16	-0.1	3	0.6
N#Cc1cccc(NC(=O)N2CCN(Cc3ccccc3)CC2C(=O)NCc2ccco2)c1 (centres undefined)	-2	0.1	-13	-0.7
COc1ccc(OC(=O)c2cc3ccccc3o2)cc1	10	0.1	2	0.6
